Screens from PubChem.
RPL19A-GFP yeast = alters RPL19A-GFP fluorescence in TOR pathway yeast screen; S. cerevisiae RPL19A-GFP strain, flow cytometry, 3 h; stronger effect = lower value; percent response vs DMSO, % at 10 µM; hit rate 0.3% among 330,000; AID 2025;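 active = percent response vs DMSO below 50%; inconclusive = fewer than 70 events counted for the yeast strain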;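 also: median channel GFP fluorescence of the barcoded RPL19A-GFP strain; ratio of sample median GFP to plate DMSO average so 100% = DMSO; lower means less RPL19A-GFP as with rapamycin TOR inhibition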
VLA-4 inh = inhibition in a human VLA-4 binding assay. hit rate 0.2% among 330,000. P13612. VLA-4 expressing cells, ligand binding flow cytometry. inhibition, % (about 7 µM as worked out from the volumes in the protocol); in the data active = inhibition above about 50%
MEP2-GFP yeast = modulators of TOR pathway MEP2-GFP in S. cerevisiae. S. cerevisiae MEP2-GFP strain, flow cytometry GFP, 3 h; 100% = DMSO control level. GFP response vs DMSO, % at 10 µM. hit rate 0.51% among 330,000;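 active = GFP response versus DMSO above a set limit, roughly screen mean plus 3 SD, cut at about 180% in these data; inconclusive = fewer than 70 cells counted for a yeast strain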;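 also: median GFP fluorescence of the barcode-gated MEP2-GFP cells per well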
CR mimetic SO = lowers age-related superoxide in aged yeast cells | superoxide response (% of plate mean), % at 10 µM | AID 2690 | S. cerevisiae aged cells, superoxide DHE fluorescence; stronger effect = lower value | hit rate 0.18% among 330,000;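 active = superoxide response under a set limit, about three screen SD below normal, cut at about 65% in these data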;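 also: yeast aged for seven days with compound at 30 °C before DHE staining; 100% = average MFI of all compound-treated wells on the plate with controls excluded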
CIT2-GFP yeast = alters CIT2-GFP fluorescence in TOR pathway yeast screen; hit rate 0.065% among 320,000; AID 2029; GFP response vs DMSO, % at 10 µM; S. cerevisiae CIT2-GFP strain, flow cytometry, 3 h; 100 means same as DMSO wells;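 active = GFP response relative to DMSO above a set limit, near the screen mean plus 3 SD, cut at about 150% in these data; inconclusive = Fewer than 70 cells measured for a yeast strain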;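 also: ratio of well median GFP fluorescence to mean of DMSO wells on the plate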
GRK2 inh = blocks RNA aptamer binding to human GRK2; P25098; bead flow cytometry, FAM-aptamer displacement from GRK2; inhibition of aptamer binding, % at 10 µM; hit rate 0.59% among 330,000;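 active = inhibition of aptamer binding above 40%, roughly 3 SD of noise, on plates passing a quality check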;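 also: median bead fluorescence of bound FAM aptamer so fluorescent compounds give negative values; no value below 0 was filed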
Target sequence (P25098 whole entry, looked up): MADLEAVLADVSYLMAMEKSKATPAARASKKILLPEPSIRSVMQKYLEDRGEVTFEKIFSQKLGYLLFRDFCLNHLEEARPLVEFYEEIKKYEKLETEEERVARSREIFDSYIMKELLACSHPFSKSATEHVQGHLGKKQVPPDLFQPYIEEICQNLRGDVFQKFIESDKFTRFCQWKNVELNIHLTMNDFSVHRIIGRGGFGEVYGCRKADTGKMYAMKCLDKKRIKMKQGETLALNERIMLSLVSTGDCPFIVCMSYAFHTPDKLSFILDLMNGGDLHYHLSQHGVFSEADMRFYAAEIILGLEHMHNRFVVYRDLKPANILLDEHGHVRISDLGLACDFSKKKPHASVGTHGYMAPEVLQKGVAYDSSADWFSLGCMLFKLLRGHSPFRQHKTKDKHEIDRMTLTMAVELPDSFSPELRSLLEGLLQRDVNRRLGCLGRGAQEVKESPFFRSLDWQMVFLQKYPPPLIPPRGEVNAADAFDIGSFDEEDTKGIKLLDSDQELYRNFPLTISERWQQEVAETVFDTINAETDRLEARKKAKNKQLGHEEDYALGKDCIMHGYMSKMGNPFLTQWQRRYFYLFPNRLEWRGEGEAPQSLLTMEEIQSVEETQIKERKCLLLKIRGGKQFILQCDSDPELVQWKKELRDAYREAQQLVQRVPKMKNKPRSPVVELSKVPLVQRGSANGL
LAP4 TOR yeast = modulators of TOR pathway LAP4-GFP in S. cerevisiae; S. cerevisiae LAP4-GFP multiplex, flow cytometry GFP, 3 h; median GFP as percent of DMSO wells; hit rate 0.34% among 320,000; AID 2023; GFP response vs DMSO, % at 10 µM;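 active = GFP response vs DMSO above a set limit, about the screen mean plus 3 SD, cut at about 150% in these data; inconclusive = under 70 cell events counted for the yeast strain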
AGP1-GFP MLPCN = yeast TOR pathway AGP1-GFP modulation; S. cerevisiae AGP1-GFP multiplex flow cytometry, 3 h; GFP as percent of DMSO wells; GFP response vs DMSO, % at 10 µM; hit rate 0.02% among 320,000;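 active = GFP response relative to DMSO above a set limit, near screen average plus 3 SD, cut at about 150% in these data; inconclusive = fewer than 70 cells counted for the yeast strain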;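 also: median GFP channel fluorescence of the gated AGP1 strain per well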
Active calls of the source: *; ? = inconclusive; nt = not tested or not shown; [ ] = another dose, or the depositor's remark. Rows were taken by chance (roughly 1.7% active in at least one column).

SMILES	RPL19A-GFP yeast	VLA-4 inh	MEP2-GFP yeast	CR mimetic SO	CIT2-GFP yeast	GRK2 inh	LAP4 TOR yeast	AGP1-GFP MLPCN
COc1ccccc1N1CCN(CC(O)COc2c(OC)cccc2OC)CC1 (stereo not drawn)	104	-1	111	105	113	0	91	108
CC(=O)Nc1c(C(=O)N2CCCCCC2)cnn1-c1ccccc1Cl	98	4	98	88	75	2	86	98
Cc1cc(C)cc(NC(=O)CSc2ncc(S(=O)(=O)c3ccccc3)c(=O)[nH]2)c1	103	4	105	96	104	0	100	105
O=C(NCc1ccc(Cl)cc1)C1C2C=CC3(CN(Cc4cccnc4)C(=O)C13)O2 (stereo not drawn)	99	17	100	110	93	2	101	102
COc1ccc(/C=C/C(=O)NCC2COc3ccccc3O2)c(OC)c1 (stereo not drawn)	102	-19	90	104	100	0	93	88
Cn1cnnc1SCCNS(=O)(=O)c1ccccc1	101	-5	101	100	104	0	109	105
CN(C)c1ccc(/C=N/N=C/c2ccccc2O)cc1	108	nt	108	103	105	1	102	112
COc1cc(CNc2ccc(N3CCOCC3)cc2)ccc1OCC(=O)NC(C)(C)C	104	8	105	95	103	2	102	98
O=C(COc1ccc(-c2nnco2)cc1)Nc1c(Cl)cccc1C(F)(F)F	97	7	100	80	101	0	109	106
C=CCSCC1Nc2cc(Cl)c(S(N)(=O)=O)cc2S(=O)(=O)N1 (stereo not drawn)	109	17	106	109	98	0	101	101

2 compounds picked at random from those above, as already listed:
SMILES	RPL19A-GFP yeast	VLA-4 inh	MEP2-GFP yeast	CR mimetic SO	CIT2-GFP yeast	GRK2 inh	LAP4 TOR yeast	AGP1-GFP MLPCN
CC(=O)Nc1c(C(=O)N2CCCCCC2)cnn1-c1ccccc1Cl	98	4	98	88	75	2	86	98
CN(C)c1ccc(/C=N/N=C/c2ccccc2O)cc1	108	nt	108	103	105	1	102	112

Next section:
SMILES	RPL19A-GFP yeast	VLA-4 inh	MEP2-GFP yeast	CR mimetic SO	CIT2-GFP yeast	GRK2 inh	LAP4 TOR yeast	AGP1-GFP MLPCN
CCCOC(=O)c1ccc(NS(=O)(=O)c2cccs2)cc1	97	4	105	91	86	0	94	89
Cc1cc(C)n2nc(C(=O)OCC(=O)N(CC(C)C)C3CCS(=O)(=O)C3)nc2n1 (stereo not drawn)	98	6	104	93	103	0	94	100
Cc1ccccc1C(=O)N1CCN(c2ccc([N+](=O)[O-])c(NCc3cccnc3)c2)CC1	99	5	104	100	96	1	92	93
CC1(C)c2ccccc2N2CC(=O)NC21/C=C/c1ccco1 (stereo not drawn)	89	-5	105	98	99	0	96	95
Cc1ccc(CNC(=O)c2cc(=O)c3cc(C)ccc3o2)cc1	100	7	101	114	100	0	90	93
Cc1ccc(C(=O)N/C(=C\c2cn(-c3ccccc3)nc2-c2ccccc2)C(=O)N2CCOCC2)cc1	104	6	101	112	95	0	106	108
Cc1ccc(NC(=O)Cn2nc(C(F)(F)F)c3c2CCC3)cc1	98	12	96	105	94	1	98	97
CCCC(=O)Nc1nc2ccc(OC)cc2s1	98	0	99	90	84	0	111	91
CC(=O)Nc1cccc(NC(=O)CSc2ncc(C(=O)Nc3ccc(F)cc3)c(=O)n2C)c1	101	28	104	97	113	0	100	109
Cc1oc2ccc(OC(C(=O)O)c3ccccc3)cc2c1C(=O)O (stereo not drawn)	91	-7	91	102	95	1	79	83
CCOc1ccc(C(C)=O)cc1COC(=O)C(C)N=C1NS(=O)(=O)c2ccccc21 (stereo not drawn)	82	39	98	104	80	0	93	65
CCc1nc2ccc(C(=O)Nc3cccc(C(C)=O)c3)cc2nc1CC	101	4	103	105	101	1	103	99
O=C(c1ccccc1Cl)N1CCn2c1nc1ccccc12	98	8	101	106	104	0	101	103
C[C@H]1CN([C@@H](C)CO)C(=O)c2cc(NC(=O)CCN3CCOCC3)ccc2O[C@H]1CN(C)C(=O)Nc1ccc(F)cc1	102	-2	98	104	101	1	93	99
COc1ccc(C(=O)CN2C(=O)NC3(CCc4ccccc43)C2=O)c(OC)c1 (stereo not drawn)	97	5	109	108	104	0	106	107
N#Cc1cc([N+](=O)[O-])ccc1NC(=O)CSc1n[nH]c(=O)[nH]c1=O	100	-5	123	105	108	0	106	106
CC(=O)NC12CC3CC(CC(CC(=O)O)(C3)C1)C2	109	-10	110	113	128	3	80	97
Cc1cc([N+](=O)[O-])cc2c1NCC1CC=CC21 (stereo not drawn)	103	16	93	87	94	0	98	97
CCOc1ccc(N(CC(=O)NCCSCc2ccccc2Cl)S(C)(=O)=O)cc1	103	1	101	101	106	0	99	107
Cc1ccc(NS(=O)(=O)c2cccc(C(=O)NCC(c3cccs3)N(C)C)c2)cc1 (stereo not drawn)	102	-10	93	104	91	1	104	106
COCc1cc(C)nc2sc(C(=O)Nc3ccccc3OC)c(N)c12	96	3	101	109	87	0	102	89
O=C(Cn1nc(Cc2cccnc2)c2ccccc2c1=O)Nc1cc(F)ccc1F	100	-3	103	77	80	0	103	107
O=C(Cn1c(S(=O)(=O)Cc2ccccc2)nc2ccccc21)N1CCCCC1	95	1	102	95	98	1	114	99
O=C(Nc1c(C(=O)N2CCOCC2)cnn1-c1ccccc1)c1cccc(F)c1	100	14	92	90	106	4	97	100
Cc1cccc(NC(=O)c2cc3c(s2)-c2c(C)cccc2OC3)n1	74[may fluoresce violet]	6	222*[may fluoresce violet]	101	?	0	103[may fluoresce violet]	56[may fluoresce violet]
Cc1csc(NC(=O)C2C3C=CC(O3)C2C(=O)O)n1 (stereo not drawn)	104	1	102	102	106	1	103	107
Fc1ccc2[nH]c3c(NCc4ccccc4)ncnc3c2c1	95	-11	96	109	95	0	93	92
O=C(NCCCN1CCOCC1)c1ccc(NC(=O)C2COc3ccccc3O2)cc1 (stereo not drawn)	104	7	108	99	108	2	96	104
COc1ccc(C(C)=O)cc1COC(=O)c1ccc(N)c([N+](=O)[O-])c1	104	-2	105	115	95	2	108	104
O=C(Nc1cc(C(F)(F)F)ccc1N1CCOCC1)c1ccccc1	99	0	102	115	98	0	105	93
CC1=C(C(=O)N2CCOCC2)C(c2ccc(OC(F)F)cc2)NC(=S)N1c1ccccc1 (stereo not drawn)	99	0	96	115	95	0	106	101
CC1(/[N+]([O-])=C/c2ccc(Cl)cc2Cl)CCCCC1=O (stereo not drawn)	103	-3	103	105	97	0	121	106
O=C(COC(=O)c1ccc(F)cc1F)NC(=O)Nc1ccc2c(c1)OCCO2	96	23	106	106	97	4	109	98
N#Cc1ccc(C(=O)Nc2nc3ccccc3[nH]2)cc1	102	-12	105	99	101	1	100	99
CCCCOc1ccc(C(=O)OC(C)CN(C)C)cc1 (stereo not drawn)	93	12	92	108	86	2	78	99
NS(=O)(=O)c1ccc(NC(=S)N2CCC(Cc3ccccc3)CC2)cc1	111	0	111	110	101	0	106	107
COc1ccccc1NC(=O)Cn1nnc(C(=O)NCCc2ccccc2)c1N	115	9	105	112	106	0	97	107
CC(=O)Nc1ccc(N=NC2C(=O)N(C(N)=S)N=C2C)cc1 (stereo not drawn)	107	3	105	94	119	0	86	112
CCCC(=O)Nc1nc(C)c(-c2csc(Nc3ccccc3OC)n2)s1	98	23	90	102	87	0	111	81
CCCCCN(C(=O)CCC(=O)OCC(=O)N(C)C1CCCCC1)c1c(N)n(CCCC)c(=O)[nH]c1=O	98	-2	99	91	101	1	107	111
C#CCOc1ccccc1/C=N/NC(=O)c1ccccc1OCc1ccccc1	94	9	92	92	91	5	103	105
COC(=O)Nc1nnc(-c2ccccc2Cl)s1	101	1	101	101	96	1	107	97
C/C(=N\NC(=O)c1cc2c(s1)CCC(C)C2)c1cccnc1 (stereo not drawn)	105	-1	100	110	104	0	100	98
Cc1c(NC(=O)COc2cccc3c2OC(C)(C)C3)c(=O)n(-c2ccccc2)n1C	96	9	102	87	99	0	115	96
CCN(CC)c1ccc(/C=C(/C#N)C(=O)NCc2ccccc2)o1	102	1	101	101	99	0	98	83
Cc1nc(SCc2nc3ccc([N+](=O)[O-])cc3[nH]2)c2oc3ccccc3c2n1	90	-14	95	139	91	0	125	100
COc1ccc(Nc2nc3cc(C)ccc3cc2C#N)c(OC)c1	93	5	95	98	100	6	91	89
CCCN1CCCC[C@H]1C(=O)Nc1c(C)cccc1C	107	-13	99	88	103	0	108	105
CSCCC1NC2(C(=O)Nc3c2ccc(Cl)c3C)[C@@H]2C(=O)N(C3CCCC3)C(=O)[C@H]12 (stereo partly drawn)	98	-6	104	100	96	12	104	100
COc1cccc(-c2ccc3ncnc(NCc4cccc(C)c4)c3c2)c1	98	-6	97	106	101	0	97	100
Further entries follow:
SMILES	RPL19A-GFP yeast	VLA-4 inh	MEP2-GFP yeast	CR mimetic SO	CIT2-GFP yeast	GRK2 inh	LAP4 TOR yeast	AGP1-GFP MLPCN
Cc1cc(C)n2nc(SCC(=O)Nc3ccc(F)cc3)nc2n1	98	5	103	93	104	0	108	111
CCOC(=O)N1CCN(CCC(=O)c2ccc(OC)cc2)CC1	105	-3	105	96	108	6	108	108
COc1cccc2cc(C(=O)NC(C)c3ccccc3)c(=O)oc12 (stereo not drawn)	97	-1	100	101	93	2	88	92
COc1ccc(C2C(C(=O)N3CCCCC3)c3ccccc3C(=O)N2C)cc1 (stereo not drawn)	102	-9	100	97	106	2	105	nt
CC(C)N1CCC(N2CCN(C3CCCCCC3)CC2CCO)CC1 (stereo not drawn)	106	6	105	103	110	0	92	101
CC(CN1CCOCC1)OC(=O)C1COc2ccccc2O1 (stereo not drawn)	107	-7	102	100	102	8	95	108
CC1(C)CC(NC(=O)C(Cl)(Cl)Cl)CC(C)(C)N1	100	-8	104	105	79	0	99	89
Cc1ccc(SCCN2CCN(C)CC2)cc1	103	12	106	104	101	0	93	99
Cc1cccc(-c2noc(-c3ccccc3C(=O)NCc3ccco3)n2)c1	91	5	93	103	88	0	112	97
Cc1nc2ccc(S(=O)(=O)NC(C(=O)Nc3nccs3)C(C)C)cc2s1 (stereo not drawn)	97	-3	111	105	91	1	103	96
CC1(C)Nc2ccccc2N(CCC(=O)N2CCOCC2)C1=O	102	6	105	99	98	0	98	101
CC(C)c1nnc(-c2ccc(Cl)cc2)c(N(C)C)n1	78	5	220*	98	98	2	102	nt
NC(=O)C1CCN(CCC(=O)Nc2ccc3c(c2)CCC3)CC1	99	-6	101	93	103	0	100	nt
COc1ccc(NC(=O)CN(C)C(=O)Cc2ccc(-c3ccccc3)cc2)cc1	97	10	96	98	98	1	94	95
COC(=O)CC1C(=O)NCCN1C(=O)CSc1nc2ccc([N+](=O)[O-])cc2s1 (stereo not drawn)	101	-7	105	87	105	18	96	101
N#C/C(=C\c1ccc(C#N)cc1)C(=O)N1CCCC1	95	2	90	101	97	6	132	100
CN1CCC(N(C)S(=O)(=O)c2ccc(NC(=O)COc3ccc(Cl)cc3)cc2)CC1	92	-4	86	93	92	0	90	92
O=C(NC1CCCC1)C(c1ccsc1)N(C(=O)Cc1cccs1)c1cccc(F)c1 (stereo not drawn)	95	2	99	100	93	0	91	93
CCN(C(=O)CSc1nc(C)c(C)c(C)n1)C1CCS(=O)(=O)C1 (stereo not drawn)	98	6	107	123	107	1	93	101
CN1CCN(C(=O)C2=C[C@H](c3ccc(C(F)(F)F)cc3)C[C@H](OCc3ccc(CO)cc3)O2)CC1	97	29	88	101	87	5	125	86
Cc1ccccc1NS(=O)(=O)c1ccc2[nH]c(=O)[nH]c2c1	96	2	98	90	94	0	107	107
CCOC(=O)c1c(NC(=O)c2ccccc2Cl)sc2c1CCc1ccccc1-2	103	12	103	110	106	3	98	96
